# HT1080 IDH1KD tx: qHTS for induction of synthetic lethality in tumor cells producing 2HG: qHTS for the HT-1080-IDH1KD cell line; HT-1080 IDH1 knockdown viability, ATP luminescence, 48 h; AID 686971, 2013; 360,000 tested, 2% active; Potency, µM (series often up to 46.1 µM), inactives show at the highest dose activity, negative = toxicity, actives largely listed as cytotoxic;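 also: potency is read from the fitted curve at half-maximal effect; 0% = DMSO wells and -100% = cell-free medium wells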
#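 % activity derives from luminescence (CellTiter-Glo), normalised to DMSO and no-cell wells. HT-1080-IDH1KD cells, 750/well, had 48 h compound exposure at 37 °C.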
# HEK293 tox: qHTS of GLP-1 Receptor Inverse Agonists: Cytotox Screen | HEK293 cAMP-luciferase reporter cells, luminescence, 24 h | 410,000 tested, 0.13% active | Potency, µM (titrated, usually from 38.3 µM), for inactives: at the top dose activity change, negative = inhibition, usual class: inhibitors | AID 624418, 2012;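 also: loss of luciferase light is scored as toxicity; potency is read from the fitted curve at half-maximal effect; % is scaled to controls: 0 for no effect and ±100 for the full control effect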
#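 Luminescence readout: signal drop marks cytotoxicity. Plated cells grew 12 h at 37 °C, 5% CO2, received 23 nL compound for 24 h, then got luciferase reagent, read after 12 min at RT.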
# MCF10A rerep: A quantitative high throughput screen for small molecules that induce DNA re-replication in MCF 10a normal breast cells. Potency, µM (titrated, usually from 46.1 µM), for inactives: top-dose activity, positive = re-replication, usual class: activators. MCF 10A DNA re-replication, Hoechst nuclear intensity, 48 h. 350,000 tested, 2.9% active; also: potency is read from the fitted curve at half-maximal effect; % of control where 0% means no effect; nearly all actives have a fitted effect of over 50% in size
# IL1B secr inh: qHTS for Inhibitors of Inflammasome Signaling: IL-1-beta AlphaLISA Primary Screen; THP-1 LPS/ATP IL-1B secretion, AlphaLISA, 16 h; hits give low values; activity change, % at 57.5 µM; 360,000 tested, 4.7% active; AID 743279, 2014; in the data active = activity change below about -50%; inconclusive = mostly about -30% to -49%; also: % is scaled to controls: 0 for no effect and ±100 for the full control effect
#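 THP-1 cells pretreated 1 hr with compounds (up to 57.5 uM final), then stimulated with LPS (250 ng/mL final) plus ATP (1.25 mM final); secreted IL-1B measured by AlphaLISA after 16 hr, decreased signal indicating inhibition.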
# SW480 rereplic: A quantitative high throughput screen for small molecules that induce DNA re-replication in SW480 colon adenocarcinoma cells | SW480 DNA re-replication, Hoechst DNA content imaging, 48 h | Potency, µM (highest dose often 46.1 µM), for inactives: top-dose re-replication activation, hits mostly activators | 340,000 tested, 1.8% active; also: potency is read from the fitted curve at half-maximal effect; % of control where 0% means no effect; nearly all actives have a fitted effect of over 55% in size
#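 Cells (250 per well) received 23 nL compound or DMSO by pin tool and were kept 48 hr at 37 C, 5% CO2. Nuclei were then stained with Hoechst for 40 min and scanned for DNA content.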
# DRD3 agonist: qHTS of D3 Dopamine Receptor Agonist: qHTS; max activation, %; 410,000 tested, 0.58% active; AID 652048, 2013; D(3) dopamine receptor (Homo sapiens), P35462; D3R DiscoveRx beta-arrestin cells, luminescence, 90 min; in the data active = max activation above about 30%; also: 0% is about no effect; mostly tested at two doses, the higher about 12 µM
# Target sequence (P35462 whole entry, looked up): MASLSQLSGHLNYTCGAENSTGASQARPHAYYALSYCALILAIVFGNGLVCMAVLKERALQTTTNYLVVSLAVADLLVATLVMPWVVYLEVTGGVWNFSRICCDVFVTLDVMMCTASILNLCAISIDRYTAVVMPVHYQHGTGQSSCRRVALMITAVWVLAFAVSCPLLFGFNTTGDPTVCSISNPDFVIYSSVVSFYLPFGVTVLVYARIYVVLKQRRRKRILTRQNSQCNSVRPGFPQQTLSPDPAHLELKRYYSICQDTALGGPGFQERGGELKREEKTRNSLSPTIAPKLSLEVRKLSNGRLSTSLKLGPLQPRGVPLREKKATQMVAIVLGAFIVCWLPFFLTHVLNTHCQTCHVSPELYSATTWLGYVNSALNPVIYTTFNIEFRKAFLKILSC
#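 Agonist-mode cell screen: cells plated at 1500/well and incubated overnight at 37 °C, then exposed to library compounds for 90 min at 37 °C. Detection reagent was added for 30–60 min at room temperature, and luminescence was read.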
# KB-3-1 tox: qHTS assay for MDR1-selective chemotherapeutics: Primary screen using the parental adenocarcinoma cell KB-3-1; KB-3-1 viability, CellTiter-Glo ATP luminescence, 72 h; Potency, µM (top dose mostly 46.1 µM), without a hit: at the highest dose activity change, negative = cytotoxic, usual class: cytotoxic; 400,000 tested, 1.4% active; also: potency is read from the fitted curve at half-maximal effect; % is scaled to controls: 0 for no effect and ±100 for the full control effect; nearly all actives have a fitted effect of over 60% in size
#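 72 h, 37 °C compound treatment of KB-3-1 parental cells; CellTiter-Glo added, 10 min, luminescence read. Data corrected against DMSO-only plates and normalized before curve fitting.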
# HT1080-NT tox: qHTS for induction of synthetic lethality in tumor cells producing 2HG: qHTS for the HT-1080-NT fibrosarcoma cell line; AID 686970, 2013; Potency, µM (doses to about 46.1 µM), for inactives: at the top dose activity, negative = less viability, usual class: cytotoxic; HT-1080-NT fibrosarcoma viability, CellTiter-Glo ATP luminescence, 48 h; 360,000 tested, 1.6% active;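 also: NT is the 2HG producing partner of a matched IDH1 knockdown line; potency is read from the fitted curve at half-maximal effect; 0% = DMSO-treated cells and -100% = media-only wells without cells; nearly all actives have a fitted effect of over 55% in size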
#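 Luminescent CellTiter-Glo readout after 48 hours of compound exposure at 37 degrees C defined viability of HT-1080-NT cells. Activity was normalized to DMSO wells and cell-free media wells; concentration-response curves were fitted and assigned curve classes.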
# KB-V1 cytotox: qHTS assay for MDR1-selective chemotherapeutics: Primary screen using the drug-selected MDR subline cells KB-V1. KB-V1 MDR cells viability, CellTiter-Glo, 72 h. 400,000 tested, 3.4% active. Potency, µM (titrated, usually from 46.1 µM), for inactives: at the top dose activity change, negative = cytotoxicity, actives largely listed as cytotoxic; also: potency is read from the fitted curve at half-maximal effect; % is scaled to controls: 0 for no effect and ±100 for the full control effect; nearly all actives have a fitted effect of over 60% in size
#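 Potencies derive from concentration-effect curves fitted to normalized luminescence (CellTiter-Glo) of KB-V1 cells treated for 72 h at 37 degrees C in phenol-red-free DMEM containing 10% FBS.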
# * = called active by the depositor; ? = inconclusive; · = no result given; [ ] = remark or other dose. Unless noted, calls follow the shape of the dose curve; as a rule, active = well fitted curve in the direction sought with a large enough effect; inconclusive = small, poorly fitted or top-dose-only effect, or another doubt; inactive = no such curve, though single readings can be large; an effect the other way counts as inactive or inconclusive.
SMILES,HT1080 IDH1KD tx,HEK293 tox,MCF10A rerep,IL1B secr inh,SW480 rereplic,DRD3 agonist,KB-3-1 tox,HT1080-NT tox,KB-V1 cytotox
CCCn1c(SC(C(=O)Nc2cc(C)ccc2OC)c2ccccc2)nc2ccccc2c1=O (stereo not given),11%,-4%,19%,9,·,7,-3%,8%,?
CC(OC(=O)c1cc(=O)[nH]c2ccccc12)C(=O)c1ccccc1 (stereo not given),10%,-15%,3%,8,-4%,-4,-1%,9%,0%
Cc1ccc(CNC(=O)CN(C(=O)C2(C)CC(=O)N=C3C=CC=CN32)c2ccccc2)cc1 (stereo not given),15%,-3%,-4%,-3,-10%,-9,8%,20%,5%
Cc1ccc(N2CCN(CCc3nc4cc(NS(C)(=O)=O)ccc4n3C)CC2)cc1,-14%,4%,17%,0,-3%,-6,-4%,-4%,10%
Cc1ccc(C(=O)NCC(=O)NCC(c2cccs2)N2CCOCC2)cc1 (stereo not given),-1%,1%,-3%,16,-2%,0,-5%,1%,-5%
COc1ccc(NC(=O)CSc2nnc3n2CCCCC3)cc1OC,-2%,-2%,·,?,·,-4,-15%,?,-6%
COc1ccccc1C(=O)OCCNC(=O)Cn1cnc2c1c(=O)n(C)c(=O)n2C,12%,6%,-18%,23,-20%,-5,0%,25%,-2%
COc1cc(/C=C/C(=O)OCC(=O)Nc2ccc3[nH]c(=O)[nH]c3c2)ccc1OC(F)F,6%,-32%,·,28,·,0,7%,7%,?
COc1ccc([N+](=O)[O-])cc1NC(=O)c1cn(-c2ccc(C)c(C)c2)c(=O)c2ccccc12,-10%,-23%,11%,8,-3%,-3,23%,0%,-12%
COc1cc2oc(=O)c(CC(=O)NCc3ccc(OC)c(OC)c3)c(C)c2cc1Cl,·,5%,·,·,·,15,18%,·,0%
Cc1ccc(NC(=O)c2nnn(-c3cc(C)cc(C)c3)c2N)cc1,-2%,-10%,?,-22,14%,2,?,0%,-22%
O=C(O)c1ccc(-n2nnnc2Oc2cccc3cccnc23)cc1,-2%,-1%,-11%,-8,-2%,-18,0%,1%,29%
C=CCNc1nc(N)c([N+](=O)[O-])c(NC2CCCCC2)n1,-7%,-10%,9%,66,-10%,7,0%,1%,-4%
N#Cc1c(SCC(=O)Nc2cccc(C(F)(F)F)c2)sc2c(O)cc(=O)[nH]c12,13%,-7%,12%,25,-5%,10,21%,8%,6%
COc1ccc(N(CC(=O)NC2CCCCC2)C(=O)CCC(=O)Nc2nc(C)cs2)cc1OC,-1%,-7%,?,8,-83%[inhibitor],-2,-2%,5%,14%
CCOc1ccc(NC2=NCC(=O)N2Cc2cccs2)cc1,5%,-8%,23%,-4,-5%[9.22 µM],20,2%,10%,-1%
COc1ccc(C(=O)c2c[nH]c(C(=O)NCCCn3ccnc3)c2)cc1,4%,3%[0.307 µM],?,-10,-3%,-5,22%,2%,9%
CCOC(=O)c1[nH]c2ccccc2c1NC(=O)c1ccccc1OCC,·,?,·,·,·,-1,1.6µM*,·,?
CC(=O)OCC(=O)NCc1ccc2c(c1)OCO2,12%,0%,0%,-18,1%,-10,0%,13%,23%
COc1ccc(CCNC2CC(=O)N(C)C2=O)cc1OC (stereo not given),5%,0%,1%,4,0%,10,-1%,12%,6%
CCOC(=O)CC1=CC(=O)Nc2ccccc2N1,-3%,-8%,-2%,-17,0%,-7,-12%,1%,0%
COc1ccc(NC2CCCN(C(=O)CN3CCOC3=O)C2)cc1OC (stereo not given),7%,0%,6%,-15,-10%,-6,2%,-2%,0%
COCC(=O)NC1CC2CCC(C1)N2C(=S)Nc1ccccc1C(=O)OC (stereo not given),-3%,6%,5%,19,-3%,1,-1%,9%,-17%
CCOC(=O)c1ccc(NC(=O)C23CCC(C)(C(=O)O2)C3(C)C)cc1 (stereo not given),-10%,-15%,5%,-9,13%,-3,-2%,-4%,?
COc1cccc(C2C(C(=O)c3cc4ccccc4o3)=C(O)C(=O)N2CCN(C)C)c1OC (stereo not given),2%,-11%,-6%,9,2%,-10,-1%,-4%,1%
COC(=O)C1CCN(C(=O)CSc2nc3nc(C)cc(C)n3n2)CC1,10%,-5%,-2%,17,1%,8,2%,4%,-1%
CCOC(=O)C1(CCCc2ccccc2)CCN(S(=O)(=O)N(C)C)CC1,-18%,-17%,0%,?,2%,11,15%,-26%,16%
CC(C)(C)NC(=O)N1CCN(S(=O)(=O)c2ccc3c(c2)CCC3)CC1,-2%,-4%,7%,7,11%,-17,-8%,-2%,-7%
CC(C)N(C(=O)[C@H]1C[C@H](CC(=O)NC(C)(C)C)C(=O)N2CCc3c([nH]c4cc(-c5ccco5)ccc34)[C@]12C)C(C)C,-23%,-2%,?,-67*,1%,17,?,-22%,-9%
Cc1ccc(S(=O)(=O)Nc2ccc(C(=O)Nc3cc(C)on3)cc2)cc1,10%,2%,1%,-10,-3%,-13,-4%,26%,1%
O=C(Cn1nnc2ccccc2c1=O)Nc1ccc(S(=O)(=O)N2CCOCC2)cc1,10%,22%,-4%,23,1%,3,-11%,7%,-19%
O=C(Cc1ccc(NC(=O)C2CCCN(C(=O)C3CCCCC3)C2)cc1)Nc1cccc(C(=O)N2CCCCC2)c1 (stereo not given),11%,7%,12%,-4,6%[9.22 µM],-8,0%,28%,15%
Cc1ccc(-c2cc(-c3cccs3)[nH]n2)c(O)c1,-26%,-18%,8%,33,1%,-5,-10%,-28%,-3%
CC(C)(C)C(=O)N1CCN(c2nc3ccccc3s2)CC1,-11%,-1%,-3%,10,-7%,5,-17%,?,-25%
Cc1cccc(OCCC(=O)Nc2nnc(C)s2)c1,?,-7%,-9%,5,9%,3,-19%,15%,-9%
COc1ccc(CCNC(=O)c2cc(S(=O)(=O)N3CCOCC3)cn2C)cc1OC,-2%,23%,5%,-12,-2%,5,-11%,0%,-14%
COc1ccc2c(c1)[nH]c1c(Cl)ncnc12,9%,-8%,0%,-95*,-1%,5,5%,5%,2%
CCOC(=O)c1c(C)[nH]c(C)c1C(=O)COC(=O)Cc1ccc(OC)c(OC)c1,1%,3%,15%,9,-7%,0,1%,-5%,-8%
CCN(CC)C(=O)c1ccc(Nc2nnc(C)c3ccccc23)cc1,-28%,-3%,-3%,-18,-6%,-27,-29%,-16%,12µM*
CC(=O)Nc1ccc(S(=O)(=O)N(Cc2cccnc2)Cc2cc3ccccc3[nH]c2=O)cc1,1%,-15%,-4%,-1,-2%,-8,-1%,-11%,?
COc1ccccc1N1CCN(C(=O)Cn2ncc3c2-c2cc(C)ccc2OC3)CC1,·,-25%,·,·,·,8,3%,·,0%
Cc1c2cnn(CC(=O)N3CCN(c4ccc(F)cc4)CC3)c(=O)c2c(C)n1Cc1ccccc1F,·,0%,·,·,·,-5,-4%,·,16%
Cc1cc(C2=NNC(=NC3CC3)SC2)c(C)n1-c1ccccc1F,?,-25%,18µM*,0,?,-2,?,?,12%
CCNC(=O)NC(=O)C(C)Sc1nc2ccccc2c(=O)n1-c1cccnc1 (stereo not given),-6%,-6%,-11%,-13,-124%[inhibitor],-3,0%,8%,-1%
Cc1ccc(OC(=O)CCc2c(C)nc3ncnn3c2C)cc1,12%,-6%,-2%,11,2%,16,-3%,-3%,-4%
Cc1cc(OC(=O)c2ccccc2)c([N+](=O)[O-])c(=O)[nH]1,1%,0%,16%,-10,?,-3,-18%,1%,4%
N#Cc1c(SCC(N)=O)nsc1SCc1ccc(Cl)cc1,-14%,-3%,18%,13,-9%,5,-2%,-5%,-24%
CC1CCc2sc(C(=O)OCC(=O)NC(C)C)cc2C1 (stereo not given),-2%,1%,-5%,-23,-1%,7,9%,1%,0%

# Some entries already given with just MCF10A rerep:
Compound | MCF10A rerep
Cc1cc(OC(=O)c2ccccc2)c([N+](=O)[O-])c(=O)[nH]1 | 16%
N#Cc1c(SCC(N)=O)nsc1SCc1ccc(Cl)cc1 | 18%

# (more compounds)
SMILES,HT1080 IDH1KD tx,HEK293 tox,MCF10A rerep,IL1B secr inh,SW480 rereplic,DRD3 agonist,KB-3-1 tox,HT1080-NT tox,KB-V1 cytotox
COc1ccc(CCNC(=O)CSCc2c(F)cccc2Cl)cc1OC,-3%,0%,0%,-4,-74%[inhibitor][1.84 µM],-21,7%,-5%,-8%
Cc1ccc(S(=O)(=O)N2CCCCC2)cc1NC(=O)C1CC(=O)N(Cc2ccco2)C1 (stereo not given),10%,-6%,-5%,-3,-1%,1,7%,10%,14%
COc1ccc(C(=O)O/N=C(\C)c2ccccc2)cc1,13%,8%,0%,10,1%,-19,-6%,24%,20%
CC(C)(C)NS(=O)(=O)c1ccc(CCC(=O)NCc2ccccn2)cc1,9%,7%,2%,42,?,0,-2%,3%,6%
COc1ccc(N2CCN(C(=O)c3cccnc3SCc3cccc(Br)c3)CC2)cc1,-14%,1%[7.66 µM],13%,?,?,2,-11%,-9%,?
Cc1cccc(S(=O)(=O)N2CCN(Cc3ccc4c(c3)OCO4)CC2)c1,0%,-3%,-9%,2,-14%,0,-7%,9%,-3%

# Compounds listed so far containing two or more sulfur atoms:
SMILES,HT1080 IDH1KD tx,HEK293 tox,MCF10A rerep,IL1B secr inh,SW480 rereplic,DRD3 agonist,KB-3-1 tox,HT1080-NT tox,KB-V1 cytotox
N#Cc1c(SCC(=O)Nc2cccc(C(F)(F)F)c2)sc2c(O)cc(=O)[nH]c12,13%,-7%,12%,25,-5%,10,21%,8%,6%
N#Cc1c(SCC(N)=O)nsc1SCc1ccc(Cl)cc1,-14%,-3%,18%,13,-9%,5,-2%,-5%,-24%
